NPR1 activator – GC-A (human) enzyme activation | 0.14% of 370,000 active | activation, % at 10 µM | P16066 | HEK293 GC-A cells, cGMP TR-FRET, EC30 ANP; 0% at EC30 ANP, 100% saturating ANP; in the data active = activation above about 40%
NR1D1 modulator – Rev-erb alpha (human) modulation. 0.79% of 370,000 active. P20393. activity, % at 10 µM. Rev-erbα–FITC-DNA binding, fluorescence polarization, 90 min;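 active = activity above about 14%, limit read from the data; passing the limit was not always enough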;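 also: 0% = DMSO wells with 35 nM protein and 100% = DMSO wells with 750 nM protein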
HTRA1 inh – blocks human HTRA1 serine peptidase. inhibition, % at 5.96 µM. AID 504803. recombinant HTRA1, FP-rhodamine activity-based probe, fluorescence polarization. Q92743. 0.5% of 340,000 active; in the data active = inhibition above about 36%;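 also: 0% = enzyme with DMSO and 100% = wells lacking enzyme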
Target sequence (Q92743 whole entry, looked up): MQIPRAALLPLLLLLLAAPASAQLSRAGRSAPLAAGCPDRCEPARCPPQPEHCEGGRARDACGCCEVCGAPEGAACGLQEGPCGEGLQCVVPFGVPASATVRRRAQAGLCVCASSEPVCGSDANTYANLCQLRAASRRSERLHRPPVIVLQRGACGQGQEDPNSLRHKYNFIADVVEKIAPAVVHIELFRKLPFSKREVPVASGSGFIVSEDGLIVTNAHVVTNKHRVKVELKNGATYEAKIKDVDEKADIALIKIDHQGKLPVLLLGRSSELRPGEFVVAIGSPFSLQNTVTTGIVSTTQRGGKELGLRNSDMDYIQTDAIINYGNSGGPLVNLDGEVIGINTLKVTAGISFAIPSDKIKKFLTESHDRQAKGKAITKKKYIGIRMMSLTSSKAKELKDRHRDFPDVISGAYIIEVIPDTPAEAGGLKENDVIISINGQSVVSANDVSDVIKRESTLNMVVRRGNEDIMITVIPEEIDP
rCAG RNA binder – binds r(CAG) RNA repeats; r(CAG) RNA repeat, TO-PRO-1 dye displacement fluorescence; inhibition, % at 3 µM; 1.3% of 370,000 active; AID 651821;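 active = inhibition above the plate cutoff, the mean of all test compounds on that plate plus 3 SD, cut at about 35% in these data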;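 also: 0% = DMSO alone and 100% = 100 µM mitoxantrone as full dye displacement; higher means more dye released from RNA so lower well fluorescence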
GC-B act – GC-B (human) receptor activation; P20594; HEK293-GC-B cells, CNP EC30, cGMP TR-FRET; 0% at EC30 CNP, 100% saturating CNP; activation, % at 10 µM; 0.11% of 370,000 active; AID 1920062;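 active = activation at 10 µM reaching about 35% in either raw or pattern-adjusted values, limit read from the data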
ARFGAP1 inhibitor – inhibitors of rat ARFGAP1; Q62848; Arfgap1-stimulated ARF1 GTP hydrolysis, GDP FP detection; inhibition, % at 16.5 µM; 0.26% of 360,000 active; AID 651572;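 active = inhibition above a per-plate limit, mean inhibition of low control wells plus 3 SD, cut at about 25% in these data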;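 also: 0% = DMSO wells with enzyme and 100% = wells lacking Arfgap1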
Target sequence (Q62848 1-136 limits assumed): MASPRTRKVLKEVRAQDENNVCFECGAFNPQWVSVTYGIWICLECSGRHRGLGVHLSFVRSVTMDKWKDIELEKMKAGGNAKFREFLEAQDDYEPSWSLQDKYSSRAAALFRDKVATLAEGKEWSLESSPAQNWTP
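system = rat Arfgap1 catalytic domain, aa 1-136 | technique = FP, GDP Alexa 633 tracer displaced from anti-GDP antibody, 620/688 nm | compound = one concentration, 16.5 µM, DMSO 1.26% | medium = HEPES-based buffer, pH 7.5 | timing = compound-enzyme preincubation 20 min, reaction 120 min, detection 60 min, 25 °C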
PG9 Ab binder – binds the HIV-1 gp120 antibody PG9 | TR-FRET gp120-PG9 antibody binding | inhibition, % at 6.7 µM | 0.43% of 360,000 active | AID 624416; in the data active = inhibition above about 8.5%
SMARCA2 act – SMARCA2 function activation, primary screen | MG213 cells, MMTV-luciferase reporter, dexamethasone, overnight | 1% of 370,000 active | activation, % at 9.1 µM; in the data active = activation above about 7.8%;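 also: 0% = vehicle wells and 100% = reference activator wells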
ABHD4 inh – ABHD4 (mouse) inhibition, primary FP screen | purified mABHD4, FP-Rh probe fluorescence polarization | Q8VD66 | inhibition, % at 8.92 µM | AID 720543 | 0.54% of 370,000 active;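 active = inhibition exceeding the mean over every tested compound plus 3 SD, cut at about 30% in these data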;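 also: 0% = plate median of compound wells and 100% = S159A mutant with DMSO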
Target sequence (Q8VD66 whole entry, looked up): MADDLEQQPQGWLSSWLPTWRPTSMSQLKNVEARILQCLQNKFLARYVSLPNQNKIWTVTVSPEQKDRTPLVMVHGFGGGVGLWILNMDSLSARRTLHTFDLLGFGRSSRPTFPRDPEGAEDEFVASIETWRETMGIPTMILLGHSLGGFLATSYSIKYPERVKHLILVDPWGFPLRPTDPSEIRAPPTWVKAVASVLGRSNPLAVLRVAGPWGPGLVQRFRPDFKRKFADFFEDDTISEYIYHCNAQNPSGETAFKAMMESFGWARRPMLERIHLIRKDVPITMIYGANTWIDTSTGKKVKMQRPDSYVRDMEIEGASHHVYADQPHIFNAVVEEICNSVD
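system = mouse ABHD4 enzyme, wild type | medium = HEPES pH 7.0, NaCl, Pluronic buffer | also added = FP-Rh probe | incubation = Enzyme–compound pre-incubation 45 min, then probe 60 min, both 25 °C | technique = fluorescence polarization, excitation 525 nm, emission 598 nm, BODIPY TMR filters | controls = S159A mutant high control, sample median low control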
ASAP1 GAP inh – inhibitors of human ASAP1 ArfGAP activity | Q9ULH1 | ASAP1-stimulated ARF1 GTP hydrolysis, GDP FP detection | inhibition, % at 16.5 µM | 0.19% of 360,000 active; in the data active = inhibition above about 25%;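 also: 0% = vehicle with enzyme and substrate and 100% = no enzyme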
An asterisk follows results filed as active; nt = no result given; & = joins results of further samples.

Molecule	NPR1 activator	NR1D1 modulator	HTRA1 inh	rCAG RNA binder	GC-B act	ARFGAP1 inhibitor	PG9 Ab binder	SMARCA2 act	ABHD4 inh	ASAP1 GAP inh
O=c1cc(-c2ccco2)oc2ccc(Cl)cc12	4.9	4.5	6.0	3.2	-6.2	15.9	0.5	2.2	-3.8	1.5
COc1cccc(CNS(=O)(=O)c2ccc(-n3cnnn3)c(C)c2)c1	-0.1	-1.3	-0.2	1.4	4.8	4.0	0.8	-2.4	0.3	3.7
C/C(=N\NC(=O)COc1c(C)cccc1C)c1cccs1	-3.2	-6.0	8.8	1.3	-3.6	-0.8	0.3	-0.1	-2.0	-7.5
Cc1nn(-c2ccccc2)c(C)c1C(=O)NCCc1ccc(Cl)cc1	-0.7	0.6	-3.1	-6.5	-4.6	6.4	-2.6	0.8	5.0	0.9
Clc1ccc(CN(Cc2ccc(Cl)cc2)c2nn[nH]n2)cc1	-4.5	6.5	-7.9	38.6*	-8.2	-0.5	-0.4	4.6	3.7	2.4
O=Cc1cn(CC(=O)N2CCCCC2)c2ccccc12	-1.2	4.6	1.8	-1.1	-2.7	0.2	1.1	-1.8	2.3	-1.1
Cc1ccc(S(=O)(=O)N2CCN(C(=O)C3=COCCO3)CC2)cc1C	7.3	1.4	-0.4	1.1	2.5	7.9	3.0	2.3	-14.7	8.1
COc1cccc(Sc2ccccc2CN(C)C)c1	-7.4	-3.2	-2.6	1.8	-10.2	10.7	-0.2	-1.6	-16.4	-0.8
O=c1[nH]nc(-c2cccs2)c2ccccc12	2.3	1.1	-2.1	-0.4	-0.7	-6.1	-0.8	-0.9	-1.5	2.5
COc1cc(/C=N/NC(=O)/C(=C/c2ccccc2)CCO)ccc1O	-1.7	3.8	-4.5	-0.9	-3.7	1.2	-3.0	-0.4	5.1	5.3
CCC1Oc2ccc(C)cc2N(CC(=O)N(Cc2cccnc2)Cc2ccc(C)o2)C1=O (stereo unspecified)	-17.3	-5.9	-3.4	-3.6	-6.4	-4.9	0.0	-1.0	-4.2	-0.1
CCc1[nH]nc2c1C(c1ccncc1)C(C#N)=C(N)O2 (stereo unspecified)	-0.7	-0.3	3.0	-1.1	0.9	1.5	-1.0	-1.0	5.1	-9.4

Seven structures from above, arranged by heavy-atom count, lowest first.
Molecule	NPR1 activator	NR1D1 modulator	HTRA1 inh	rCAG RNA binder	GC-B act	ARFGAP1 inhibitor	PG9 Ab binder	SMARCA2 act	ABHD4 inh	ASAP1 GAP inh
O=c1[nH]nc(-c2cccs2)c2ccccc12	2.3	1.1	-2.1	-0.4	-0.7	-6.1	-0.8	-0.9	-1.5	2.5
COc1cccc(Sc2ccccc2CN(C)C)c1	-7.4	-3.2	-2.6	1.8	-10.2	10.7	-0.2	-1.6	-16.4	-0.8
CCc1[nH]nc2c1C(c1ccncc1)C(C#N)=C(N)O2 (stereo unspecified)	-0.7	-0.3	3.0	-1.1	0.9	1.5	-1.0	-1.0	5.1	-9.4
C/C(=N\NC(=O)COc1c(C)cccc1C)c1cccs1	-3.2	-6.0	8.8	1.3	-3.6	-0.8	0.3	-0.1	-2.0	-7.5
Clc1ccc(CN(Cc2ccc(Cl)cc2)c2nn[nH]n2)cc1	-4.5	6.5	-7.9	38.6*	-8.2	-0.5	-0.4	4.6	3.7	2.4
COc1cc(/C=N/NC(=O)/C(=C/c2ccccc2)CCO)ccc1O	-1.7	3.8	-4.5	-0.9	-3.7	1.2	-3.0	-0.4	5.1	5.3
CCC1Oc2ccc(C)cc2N(CC(=O)N(Cc2cccnc2)Cc2ccc(C)o2)C1=O (stereo unspecified)	-17.3	-5.9	-3.4	-3.6	-6.4	-4.9	0.0	-1.0	-4.2	-0.1

Remaining list, next part:
Molecule	NPR1 activator	NR1D1 modulator	HTRA1 inh	rCAG RNA binder	GC-B act	ARFGAP1 inhibitor	PG9 Ab binder	SMARCA2 act	ABHD4 inh	ASAP1 GAP inh
NN=C(c1ccccc1)c1ccccc1	-0.5	1.6	nt	4.2	-0.6	4.9	0.7	-3.3	1.8	-12.2
CCOC(=O)C(CC(=O)c1ccccc1)CC(=O)c1ccccc1	-3.1	3.8	-5.9	-8.6	-2.4	10.5	-2.9	4.4	0.1	-13.6
O=[N+]([O-])c1ccc(C(O)CN2CCN(c3ccccc3)CC2)cc1 (stereo unspecified)	2.4	3.3	2.7	-3.3	2.9	9.6	-3.0	1.6	0.1	1.5
CCOc1cccc(-c2c(C(=O)N/N=C/c3ccc(C)o3)nnn2-c2nonc2N)c1	-1.5	3.3	-26.0	4.9	3.4	7.5	-0.2	-3.1	-9.3	12.0
CC(=O)c1ccc(NC(=O)C(C)NCc2ccc(Cl)cc2)cc1 (stereo unspecified)	2.6	2.8	-38.0	-4.0	4.7	-10.7	0.8	-1.9	-3.5	3.6
CCOC(=O)C1(Cc2ccccc2)CCN(C2Cc3ccccc3C2)CC1	-2.7	5.7	-9.5	-0.7	-1.1	-4.9	-0.7	0.8	6.5	-5.6
Cc1cc(-c2ccccc2)nc(=O)[nH]1	-1.8	5.8	0.6	2.2	-1.0	1.8	0.7	4.0	-1.1	9.0
Cc1ccccc1N(C)C(=O)C1CCCN1S(=O)(=O)c1cccc2cccnc12 (stereo unspecified)	-1.9	14.1	nt	1.7	-8.4	nt	nt	-3.3	2.1	nt
CN(CC(=O)Nc1ccc(F)cc1)C(=O)CN1C(=O)NC2(CCCc3ccccc32)C1=O (stereo unspecified)	4.0	-2.5	3.1	0.2	3.2	-18.7	-2.5	-2.5	-5.7	9.4
Cc1cccc(NC(=O)c2cccc(S(=O)(=O)Nc3c(C)n(C)n(-c4ccccc4)c3=O)c2)c1	-0.5	0.2	-7.9	5.9	-4.0	-0.5	-0.8	-2.6	-3.4	-5.9
Cc1ccc(S(=O)(=O)CC(=O)NC(C)(C)C)cc1	3.4	-9.5	5.0	0.7	-0.4	0.6	-1.0	-1.6	-5.7	-4.3
O=C1NCCN(CC2CCN(CCc3ccccc3)CC2)C1=O	2.7	-7.2	3.9	0.0	0.5	-1.0	-1.2	-1.2	8.4	-2.0
CCCCOCCCNC(=O)C[C@H]1C[C@@]2(C(=O)OC)C(=C[C@H](COCc3ccccc3)O[C@@H]2C)N(Cc2cccc3ccccc23)C1=O	-3.6	6.0	nt	4.8	-2.5	nt	nt	-2.8	-0.4	nt
Cc1cccc(NC(=O)C2CC(O)CN2C(=O)OCc2ccccc2)c1 (stereo unspecified)	2.2	-4.8	-2.5	-0.2	6.4	-6.7	-1.0	-3.6	1.0	0.7
CCOC(=O)N1CCC(Nc2c(NCCN3CCN(c4ccccc4F)CC3)c(=O)c2=O)CC1	0.6&6.2	2.6&8.2	-1.0&-1.8	-0.5&0.3	-0.8&8.6	3.7&-1.9	-1.4&-0.2	3.9&-0.2	6.4&6.8	-3.3&-8.1
Cc1c(Br)cnn1C(C)C(=O)N1CCN(c2ccccc2F)CC1 (stereo unspecified)	-8.4	-7.7	11.0	-1.9	-11.2	-1.3	2.6	-2.1	2.4	0.0
O=C(COC(=O)Cc1ccc(Br)cc1)NCC1CCCCC1	-0.3	2.1	0.0	-7.3	-2.6	5.4	-0.2	-1.9	3.8	-0.6
O[C@H]1C[C@H](c2ccc(Cl)cc2)N(CC2CCCCC2)C[C@@H]1n1cc(-c2ccc(F)cc2)nn1	0.6	3.4	-4.8	1.8	-0.6	-8.6	0.0	3.7	-5.3	9.0
CC(C)[C@@H]1C(=O)N[C@H](Cc2cn(S(=O)(=O)c3ccccc3)c3ccccc23)C(=O)N1C	-2.2	-0.8	nt	nt	-2.8	nt	nt	nt	3.2	nt
CC[C@@H]1Cc2[nH][nH]c(=O)c2[C@H](c2ccc(Cl)cc2)O1	1.6	12.1	nt	9.3	4.6	-0.7	0.1	0.0	0.6	-0.9
CC(=O)N(Cc1c(C#N)c2ccccc2n1C)c1ccccc1	-12.4	5.9	-24.0	2.0	-18.7	-5.9	0.6	-1.3	12.2	2.3
CN1CCc2c(c3ccccc3n2C)C1	0.6	4.6	-5.3	-2.2	2.6	-14.3	0.3	0.1	-1.0	-9.6
CC(C)C1CC(CCNCc2ccc3c(c2)OCO3)(c2ccccc2)CCO1 (stereo unspecified)	-35.8	-2.4	0.4	4.3	-16.8	3.6	-2.4	-1.2	-4.8	-7.5
COCCSc1ccccc1C(=O)Nc1nccs1	-2.1	8.2	-0.4	-0.6	-2.4	-11.6	1.5	-0.9	6.4	0.3
CCCCn1c(NC(=O)CC)c(C#N)c2nc3ccccc3nc21	nt	nt	0.9	14.2	nt	0.1	0.1	1.8	0.1	-8.2
CCCCN(CC)Cc1ccc(CNC(=S)Nc2ccccc2F)o1	-2.4	-4.4	-0.7	-6.7	-6.1	-1.9	2.4	-2.5	9.5	-0.7
Cc1ccc(CNC(=O)COC(=O)c2ccc(S(=O)(=O)NCc3ccco3)cc2)cc1	0.2	-3.5	-5.6	4.0	-5.2	-4.6	-1.2	-1.8	2.3	-1.4
N#CCC(=O)Nc1ncc(Cc2ccccc2Cl)s1	2.5	3.8	-14.8	19.9	-2.5	7.7	0.0	-1.9	-3.0	4.5
O=C(Nc1cccc(N2C(=O)C=CC2=O)c1)c1cccs1	37.1	-3.1	-68.4	18.5	-4.2	8.2	0.2	2.0	-15.3	-13.0
O=C1CC(c2cccc(F)c2)SC(N(c2ccccc2)c2ccccc2)=N1 (stereo unspecified)	-27.1	3.0	-14.7	nt	-9.2	nt	nt	nt	nt	nt
CC(=O)Nc1ccc(NC(=O)CSc2nnc3ccc(-c4ccccn4)nn23)cc1	2.0	-2.4	-0.5	3.3	5.2	3.4	-0.9	-2.0	1.9	8.5
Cc1c(OCc2nn[nH]n2)ccc2c3c(c(=O)oc12)CCC(C)C3 (stereo unspecified)	-1.7	4.3	-11.9	42.2*	-2.0	-3.5	-2.2	-0.9	-5.7	5.0
CCN(CC)c1ccc(N2C(=O)/C(=C\c3cccs3)SC2=S)cc1	-5.3	-1.7	-1.2	-2.2	1.3	-15.7	3.1	-2.7	-3.1	-7.5
COc1ccc(CCN(C)C(=O)c2c(C)nn(CC(C)C)c2Cl)cc1OC	-2.9	-3.7	0.6	-9.1	-0.1	4.2	-1.3	-0.8	4.4	-11.0
O=c1c2ccccc2ncn1CCOCCOc1ccc([N+](=O)[O-])cc1	1.3	-1.6	6.7	-1.3	-6.5	2.4	0.2	0.2	-10.1	1.2

Screens as filed in PubChem BioAssay.
